Screening data (PubChem)
HTR2A ag: agonists of mouse serotonin 5-HT2A receptor (HTR2A). CHO-K1 mHTR2A beta-arrestin complementation, luminescence; percent of 30 µM serotonin response. activation, % at 7.6 µM. P35363. 0.66% of 360,000 active;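 active means activation above a run cutoff, the mean activation of all tested compounds plus 3 SD, cut at about 14% in these data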;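 further: 0% = plate median of compound wells and 100% = 30 µM serotonin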
Target sequence (P35363 whole entry, looked up): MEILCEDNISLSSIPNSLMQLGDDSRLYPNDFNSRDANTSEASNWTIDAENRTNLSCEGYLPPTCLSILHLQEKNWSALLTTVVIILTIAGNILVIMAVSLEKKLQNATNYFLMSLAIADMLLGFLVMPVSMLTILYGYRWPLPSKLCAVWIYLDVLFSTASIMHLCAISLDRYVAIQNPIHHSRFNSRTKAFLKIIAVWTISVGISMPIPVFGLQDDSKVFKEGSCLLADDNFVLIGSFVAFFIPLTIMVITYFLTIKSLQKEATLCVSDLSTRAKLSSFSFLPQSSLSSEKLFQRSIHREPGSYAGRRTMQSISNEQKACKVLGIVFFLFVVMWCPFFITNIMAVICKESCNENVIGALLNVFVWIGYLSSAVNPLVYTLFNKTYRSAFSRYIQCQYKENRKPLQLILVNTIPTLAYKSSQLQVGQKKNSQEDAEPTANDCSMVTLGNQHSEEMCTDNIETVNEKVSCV
Vif imaging: inhibitors of HIV Vif. 0.35% of 340,000 active. inhibition, % at 7.49 µM. HEK293T cells, Vif self-association by quenched fluorescence, imaging, 24 h; in the data active means inhibition above about 50%, passing the limit was not always enough; inconclusive means no clear call, values can overlap the other calls; inactive means below about 31%; further: some results filed as inactive read as strong as hits
H9c2 protect: modulators protecting cardiomyocytes from myocardial damage; H9c2 cardiomyocytes, H2O2 injury protection, ATPLite, 2 h; protection from H2O2 cell death, % at 20 µM; 0.63% of 360,000 active; AID 588492;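 active means compounds giving at least 50% protection of heart cells from peroxide-induced death in the single-dose screen, raw or plate-pattern-corrected value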;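 further: 0% = DMSO wells with peroxide and 100% = DMSO wells without peroxide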
Exocytosis inh: blocks lytic granule exocytosis; AID 651702; inhibition, % at 10 µM; TALL-104 LAMP-1 surface exposure, flow cytometry; cells stimulated with thapsigargin and PMA; 0.66% of 360,000 active;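 active means inhibition above about 55%, limit read from the data; inconclusive means no clear call, values can overlap the other calls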
N-glyco inh: N-linked glycosylation inhibition; D54 ERlucT glycosylation luciferase reporter, 24 h; percent of 100 nM tunicamycin response; reporter increase, % at 12.5 µM; 0.23% of 360,000 active;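 active means mean luciferase reporter signal, scaled so untreated is 0 and the glycosylation-blocking control 100, at or above a set limit in every replicate; inconclusive means mean reaches the limit but not every replicate does; inactive means mean below the limit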;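 further: luciferase carries N-glycosylation sites so blocking glycosylation raises the light; 0% = median of neutral control wells and 100% = median of 100 nM tunicamycin wells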
PDI turbidity: blocks human protein disulfide isomerase activity | P07237 | PDI insulin aggregation turbidity, A650, 90 min | inhibition, % at 10 µM | 0.052% of 350,000 active;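 active means mean inhibition across replicates of 30% or more, whatever share of single replicates reach that level; inconclusive means mean inhibition below 30% while every single replicate reaches 30%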;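 further: absorbance from insulin aggregation driven by PDI reduction with DTT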
Target sequence (P07237 whole entry, looked up): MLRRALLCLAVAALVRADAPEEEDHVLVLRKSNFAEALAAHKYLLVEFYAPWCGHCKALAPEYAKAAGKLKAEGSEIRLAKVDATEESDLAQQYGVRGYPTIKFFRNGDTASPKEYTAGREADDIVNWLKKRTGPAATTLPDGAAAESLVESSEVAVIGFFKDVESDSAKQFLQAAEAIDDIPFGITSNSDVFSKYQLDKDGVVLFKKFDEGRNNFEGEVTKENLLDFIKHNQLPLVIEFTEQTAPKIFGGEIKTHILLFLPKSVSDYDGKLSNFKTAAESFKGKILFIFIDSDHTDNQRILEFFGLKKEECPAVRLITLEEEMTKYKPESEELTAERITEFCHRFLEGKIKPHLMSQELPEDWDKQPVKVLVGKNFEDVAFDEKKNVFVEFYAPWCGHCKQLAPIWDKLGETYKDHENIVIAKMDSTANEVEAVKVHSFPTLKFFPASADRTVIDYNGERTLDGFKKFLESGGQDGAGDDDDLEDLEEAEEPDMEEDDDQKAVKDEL
ABCB6 inh 2: human ABCB6 transporter inhibition; 0.19% of 360,000 active; Q9NP58; fluorescence ratio to DMSO, % at 10 µM; K562-ABCB6 porphyrin accumulation, flow cytometry, 1 h; hits give low values;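 active means fluorescence ratio to DMSO below 75%, the collection mean minus 3 SD; inconclusive means too few cells collected in the well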;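 further: signal is porphyrin accumulated inside mitochondria; 100% equals median channel fluorescence of DMSO control wells; lower ratio means ABCB6 inhibition with less porphyrin fluorescence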
CaV13 FRET inh: Disruptors of the CACNA1D IQ motif to Ca2+-dependent inactivation inhibitor domain association, primary screening, Förster resonance energy transfer in intact living …; HEK cells, CFP/YFP FRET ICDI-IQ, plate reader, 10 min; percent FRET-ratio fall versus neutral wells; inhibition, % at 12.3 µM; AID 743397; 0.098% of 340,000 active;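 active means mean replicate inhibition of at least 30% and at least 1% of replicates passing that level; inconclusive means only one of the two criteria is met; inactive means neither criterion is met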;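 further: 0% = median of the neutral control wells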
aDG glyco up: increases alpha dystroglycan glycosylation; 0.22% of 360,000 active; Pro5-aDG cells, alpha-DG glycosylation AlphaScreen (IIH6); 0% Pro5, 100% B10-LARGE cell signal; activation, % at 10 µM; AID 624168;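 active means activation of at least 8% versus controls, or a plate z-score of at least 8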;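 further: Pro5 are CHO cells carrying HIG-tagged alpha-DG that lacks glycosylation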
hiPSC survival: hiPSC single-cell survival enhancement; 0.044% of 360,000 active; survival enhancement, % at 20 µM; ATPlite luminescence; 100% = ROCK inhibitor wells, 0% = DMSO; in the data active means survival enhancement above about 18%;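 further: cells exposed to compounds for 16 hours before the ATP read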
Starred values were filed as active, the others as inactive; ? = inconclusive; · = not tested or not shown.

1	CC(C)c1ccc(C(=O)NN2CCOCC2)cc1
2	O=C(c1ccco1)N1CCCC(c2nc3c(nnn3Cc3cccc(Cl)c3)c(=O)[nH]2)C1 (configuration not stated)
3	COc1ccccc1CN1C(=O)C(C)ON=C1c1ccccc1F (configuration not stated)
4	CCN(c1ccc2c(c1)OCO2)S(=O)(=O)c1cc(Br)cc2c1N(C(=O)C1CC1)CC2
5	COc1ccc(C(=O)Nc2sc3c(c2C(=O)O)CC(C)(C)OC3)cc1
6	Cn1ccc(=Nc2ccc(NC(=O)c3ccc(N=c4ccn(C)c5ccc([N+](=O)[O-])cc45)cc3)cc2)cc1
7	Cc1cc(CN2CCC(n3nccc3NC(=O)c3ccccc3C)CC2)n[nH]1
8	COc1ccccc1C(C#N)N1N=C(C)CC1c1ccccc1 (configuration not stated)
assay / compound	1	2	3	4	5	6	7	8
HTR2A ag	1	-13	7	-3	4	-9	-1	14
Vif imaging	-6	-9	-6	-1	5	-12	2	-25
H9c2 protect	-9	5	-3	-3	9	10	4	3
Exocytosis inh	0	2	-3	-6	-2	-15	-4	-9
N-glyco inh	1	0	3	-3	-2	33*	-1	1
PDI turbidity	-2	5	7	-21	1	-5	-5	3
ABCB6 inh 2	99	168	96	102	104	97	90	98
CaV13 FRET inh	·	-3	-25	-7	-5	-19	·	-5
aDG glyco up	0.0	-0.3	0.2	0.0	0.3	-0.2	1.2	0.1
hiPSC survival	-0.2	0.0	0.0	1.2	2.3	0.0	-0.4	-0.2

9	CC(O)(c1ccc(F)c(F)c1)c1nc(-c2cccc(C#N)c2)cs1 (configuration not stated)
10	COc1ccc(N2CCN(c3ncnc4scc(-c5ccccc5)c34)CC2)cc1
11	O=C(Cc1ccc([N+](=O)[O-])cc1)OCc1c(F)cccc1Cl
12	COc1ccccc1N1CCN(/N=C/c2ccc(OC)c(OC)c2OC)CC1
13	CCC(C)NCCCOc1c(C)cc(C)cc1Br (configuration not stated)
14	Cc1ccccc1NS(=O)(=O)c1ccc(C(=O)NCC2(N3CCOCC3)CCCCC2)cc1
15	O=C(Nc1ccc(S(=O)(=O)NC2=NCCCCC2)cc1)c1cc(F)c(F)cc1Cl
16	Cc1ccc(C(=O)NC(=O)CSc2nnc(C)s2)cc1
assay / compound	9	10	11	12	13	14	15	16
HTR2A ag	3	4	-2	2	-3	-4	-6	-4
Vif imaging	3	-10	-1	-4	-5	-6	-6	-4
H9c2 protect	-6	-11	-3	-3	-1	-8	-6	2
Exocytosis inh	1	-9	1	-1	-4	2	-1	6
N-glyco inh	1	-9	1	2	0	-6	-1	0
PDI turbidity	14	10	2	1	2	16	4	3
ABCB6 inh 2	96	96	100	310	100	95	107	106
CaV13 FRET inh	-5	-5	-6	-4	-6	-2	-6	-5
aDG glyco up	1.7	-0.1	-0.1	0.1	0.9	0.3	0.3	-0.1
hiPSC survival	3.2	-0.4	-0.1	-0.5	0.1	-0.1	-0.6	-0.1

17	CC(=O)Oc1ccc(-c2cc3c(OC(C)=O)cc(OC(C)=O)cc3oc2=O)cc1
18	COc1ccc(OC)c(NC(=O)c2cc3c(cc2Cl)N2CCCCCC2=NS3(=O)=O)c1
19	O=C(NCc1ccco1)c1nc2c(nnn2Cc2ccccc2Cl)c(=O)[nH]1
20	Cc1ccc(NC(=O)c2cc(N(C)C)ccc2[P+](=O)O)cc1
21	COc1ccccc1N1CCN(C(=S)Nc2ccc(F)cc2)CC1
22	O=C(Cc1cccs1)Nc1nc(-c2ccccc2)cs1
23	COc1ccc(NC(=O)c2cccc(NC3=NC4CS(=O)(=O)CC4S3)c2)cc1Cl (configuration not stated)
24	O=C(COC(=O)c1cccs1)NC12CC3CC(CC(C3)C1)C2
assay / compound	17	18	19	20	21	22	23	24
HTR2A ag	2	-1	-2	-1	0	-2	1	-2
Vif imaging	17	24	-6	30	-1	-6	?	-1
H9c2 protect	-1	2	1	-1	1	-1	6	-4
Exocytosis inh	8	2	0	0	0	8	-2	-4
N-glyco inh	-2	-2	-7	0	0	-1	1	-2
PDI turbidity	·	1	2	3	1	-7	·	5
ABCB6 inh 2	100	97	97	100	100	102	92	96
CaV13 FRET inh	·	-7	-7	-8	-23	-4	-7	-14
aDG glyco up	0.2	0.0	-0.1	0.0	0.0	0.1	-0.2	0.1
hiPSC survival	-0.4	-0.3	-0.3	-0.4	0.9	-1.8	-1.4	1.6

25	O=C(O)CCNc1nc(-c2ccccc2)nc2ccccc12
26	O=S(=O)(N1CCOCC1)N1CCN(c2ccccc2F)CC1
27	O=C(Cn1nc(C(F)F)cc1C1CC1)NCCC1=CCCCC1
28	CC1(C)CC(=O)C=C(NC2CCCCCCC2)C1
29	CCCOc1ccc(NC(=O)C2CC(=O)N3CCCN=C3S2)cc1 (configuration not stated)
30	Cc1ccc([C@H]2N[C@]3(CCCN(Cc4ccccc4)C3=O)[C@H]3C(=O)N(Cc4ccccc4)C(=O)[C@@H]23)cc1
31	Cc1sc2nc(SCC(=O)NCCOCCO)nc(N)c2c1C
32	O=C(CSc1nnc(NC(=O)c2ccco2)s1)NC1CCCCC1
assay / compound	25	26	27	28	29	30	31	32
HTR2A ag	-3	6	3	-5	-3	0	2	-2
Vif imaging	-1	-3	29	-5	-3	-1	16	-3
H9c2 protect	5	1	5	3	-4	-1	0	7
Exocytosis inh	-9	-2	-8	0	-1	-1	-2	6
N-glyco inh	0	0	0	0	-1	3	3	1
PDI turbidity	-14	-1	-8	8	-6	11	-9	4
ABCB6 inh 2	110	99	98	94	91	97	94	94
CaV13 FRET inh	0	-9	·	-5	-5	-4	1	·
aDG glyco up	0.1	-0.2	-0.1	0.0	-0.2	0.1	-0.3	1.3
hiPSC survival	-0.9	-0.2	3.3	-0.7	-1.4	-1.1	0.0	3.2

33	COc1ccc(C(=O)Nc2cc(C)nc3ccccc23)cc1OC
34	C[C@H](CO)N1C[C@H](C)[C@@H](CN(C)S(=O)(=O)c2cccs2)Oc2ccc(NS(=O)(=O)c3ccccc3)cc2C1=O
35	O=C(CCCNC(=O)c1ccc(Cl)cc1)NCc1ccc(F)cc1
36	OCCC1CN(Cc2ccon2)CCN1Cc1ccc(F)c(F)c1 (configuration not stated)
37	CCC(Sc1nc2ccccc2c(=O)n1CC1CCCO1)C(=O)NCc1cccnc1 (configuration not stated)
38	COC(=O)c1ccccc1SC1CC(=O)N(c2ccccc2)C1=O (configuration not stated)
39	O=C(Nc1ccc(Br)cc1)c1cccc(N2C(=O)C3C4C=CC(C4)C3C2=O)c1 (configuration not stated)
40	CCOCCC(=O)Nc1ccc2c(c1)c(=O)n(C)n2-c1ccccc1F
assay / compound	33	34	35	36	37	38	39	40
HTR2A ag	-1	-1	0	-3	2	-2	-2	-2
Vif imaging	-2	-1	7	-6	-1	15	-15	13
H9c2 protect	-2	10	1	5	0	3	-4	4
Exocytosis inh	0	-7	1	-2	0	-2	-1	-1
N-glyco inh	2	5	-2	1	2	-1	-3	1
PDI turbidity	24	-1	4	-2	9	8	2	-4
ABCB6 inh 2	92	98	99	93	90	194	103	100
CaV13 FRET inh	-4	-10	-2	4	-6	-4	-6	-7
aDG glyco up	0.1	-0.2	-0.1	0.0	0.3	-0.1	0.3	-0.2
hiPSC survival	3.2	0.5	0.0	0.9	-1.1	1.1	-0.6	0.9

41	CS(=O)(=NS(=O)(=O)c1ccc(Cl)cc1)c1ccccc1 (configuration not stated)
42	Cc1cccc(N(CC(=O)NC2CCCC2)C(=O)c2c(C)noc2C)c1
43	CCN(CCCNS(=O)(=O)c1ccc2c(c1)CCN2C(C)=O)c1cccc(C)c1
44	Cc1ccn2c(NC3CCCCC3)c(-c3cccc(-c4cccc(Cl)c4)c3)nc2c1
45	O=C(Cc1cccc2ccccc12)NN1C(=O)/C(=C\c2cccnc2)SC1=S
46	COC(=O)C1CC(O)CN1C(=O)Nc1cccc(C(F)(F)F)c1 (configuration not stated)
47	Cc1c(-c2ccco2)[n+](=O)c2c(n1[O-])CCC2
48	Cc1cc(NC(=O)CSc2nnc(-c3ccc(Br)o3)n2Cc2ccccc2)no1
assay / compound	41	42	43	44	45	46	47	48
HTR2A ag	-2	2	-3	-14	5	9	8	-4
Vif imaging	-9	-4	-2	-4	-9	10	5	-6
H9c2 protect	-7	-1	-5	-24	0	1	10	6
Exocytosis inh	-2	-1	0	18	-2	2	0	-1
N-glyco inh	-2	2	0	-1	2	3	1	-2
PDI turbidity	1	-11	-3	-10	-5	0	1	-5
ABCB6 inh 2	104	89	97	92	97	94	98	94
CaV13 FRET inh	-12	-5	-6	-4	-8	-3	·	·
aDG glyco up	0.1	0.0	-0.1	5.2	0.0	0.1	-0.2	0.3
hiPSC survival	-0.6	1.2	-0.7	2.2	-0.5	1.3	-0.1	-0.1

49	CCOc1ccc(OCCCC(=O)NNC(=O)c2ccncc2)cc1
50	COc1ccc(OC)c(S(=O)(=O)N2CCC(C(=O)NCC3CCCO3)CC2)c1 (configuration not stated)
51	CC(=O)c1c(C)nc(C)nc1NC(=O)C(C)C
52	CCCNC(=O)C(Cc1ccc(F)cc1)NC(=O)c1ccccc1 (configuration not stated)
assay / compound	49	50	51	52
HTR2A ag	7	2	-4	2
Vif imaging	-16	6	·	-3
H9c2 protect	2	1	12	1
Exocytosis inh	0	-1	1	-1
N-glyco inh	0	-1	-1	2
PDI turbidity	6	14	-2	6
ABCB6 inh 2	97	107	99	96
CaV13 FRET inh	-3	·	-4	-9
aDG glyco up	-0.2	0.1	0.2	-0.3
hiPSC survival	-0.3	2.6	1.6	1.9

In the list so far, 6 have an aryl thioether with sulfur outside any ring.
16	Cc1ccc(C(=O)NC(=O)CSc2nnc(C)s2)cc1
31	Cc1sc2nc(SCC(=O)NCCOCCO)nc(N)c2c1C
32	O=C(CSc1nnc(NC(=O)c2ccco2)s1)NC1CCCCC1
37	CCC(Sc1nc2ccccc2c(=O)n1CC1CCCO1)C(=O)NCc1cccnc1 (configuration not stated)
38	COC(=O)c1ccccc1SC1CC(=O)N(c2ccccc2)C1=O (configuration not stated)
48	Cc1cc(NC(=O)CSc2nnc(-c3ccc(Br)o3)n2Cc2ccccc2)no1
assay / compound	16	31	32	37	38	48
HTR2A ag	-4	2	-2	2	-2	-4
Vif imaging	-4	16	-3	-1	15	-6
H9c2 protect	2	0	7	0	3	6
Exocytosis inh	6	-2	6	0	-2	-1
N-glyco inh	0	3	1	2	-1	-2
PDI turbidity	3	-9	4	9	8	-5
ABCB6 inh 2	106	94	94	90	194	94
CaV13 FRET inh	-5	1	·	-6	-4	·
aDG glyco up	-0.1	-0.3	1.3	0.3	-0.1	0.3
hiPSC survival	-0.1	0.0	3.2	-1.1	1.1	-0.1

3 compounds already listed, arranged by molecular weight, ascending.
52	CCCNC(=O)C(Cc1ccc(F)cc1)NC(=O)c1ccccc1 (configuration not stated)
49	CCOc1ccc(OCCCC(=O)NNC(=O)c2ccncc2)cc1
48	Cc1cc(NC(=O)CSc2nnc(-c3ccc(Br)o3)n2Cc2ccccc2)no1
assay / compound	52	49	48
HTR2A ag	2	7	-4
Vif imaging	-3	-16	-6
H9c2 protect	1	2	6
Exocytosis inh	-1	0	-1
N-glyco inh	2	0	-2
PDI turbidity	6	6	-5
ABCB6 inh 2	96	97	94
CaV13 FRET inh	-9	-3	·
aDG glyco up	-0.3	-0.2	0.3
hiPSC survival	1.9	-0.3	-0.1
